Screens from PubChem BioAssay.
ALOX12 inh: Primary qHTS assay for inhibitors of human arachidonate 12S-lipoxygenase (ALOX12): Round 2. 580,000 compounds, 1.1% hits. Polyunsaturated fatty acid lipoxygenase ALOX12 (Homo sapiens), P18054. purified 12hLO, xylenol orange hydroperoxide absorbance. Potency, µM (titrated, usually from 108 µM), without a hit: top-dose activity change, negative = inhibition, usual class: inhibitors; active means well fitted inhibition curve with a large enough effect; inconclusive means small, poorly fitted or top-dose-only effect, or another doubt; inactive means no such curve, though single readings can be large or run the other way
Target sequence (P18054 whole entry, looked up): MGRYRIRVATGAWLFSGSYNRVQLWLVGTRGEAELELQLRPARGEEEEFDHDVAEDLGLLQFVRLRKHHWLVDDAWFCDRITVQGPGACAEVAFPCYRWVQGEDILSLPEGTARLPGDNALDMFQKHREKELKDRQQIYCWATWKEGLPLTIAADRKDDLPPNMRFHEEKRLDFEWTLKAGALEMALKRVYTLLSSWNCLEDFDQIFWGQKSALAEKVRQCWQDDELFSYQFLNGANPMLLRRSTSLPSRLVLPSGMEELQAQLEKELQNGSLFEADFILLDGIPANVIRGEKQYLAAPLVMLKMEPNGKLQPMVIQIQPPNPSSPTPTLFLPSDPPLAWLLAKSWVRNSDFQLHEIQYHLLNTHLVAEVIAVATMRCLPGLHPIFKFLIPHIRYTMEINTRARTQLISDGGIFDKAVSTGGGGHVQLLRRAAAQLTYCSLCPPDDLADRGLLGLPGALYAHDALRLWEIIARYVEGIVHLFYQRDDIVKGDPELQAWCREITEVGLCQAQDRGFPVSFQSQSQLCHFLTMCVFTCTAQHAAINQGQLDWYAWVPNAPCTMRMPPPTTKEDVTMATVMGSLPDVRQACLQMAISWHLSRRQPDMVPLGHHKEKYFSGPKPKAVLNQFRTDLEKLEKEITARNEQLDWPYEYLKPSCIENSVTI
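Purified human 12hLO at 150 nM in 25 mM Hepes, 0.01% Triton X-100, pH 7.0, preincubated 15 min at room temperature with compound. Reaction started with 40 uM arachidonic acid, 30 min at room temperature. Hydroperoxide measured by Fe-xylenol orange, 573/405 nm absorbance ratio.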
Starred values were filed as active, the others as inactive; ? = inconclusive; [ ] = remark or other dose. On the % scale 0 is the no-effect control and ±100 the full control effect; potency means the concentration at half of the fitted maximal effect. A portion of the library; count on the stated rates, not on these rows.

SMILES | ALOX12 inh
O=C(C1CCC(=O)N(C2CCCCCC2)C1)N1Cc2ccccc2C1 (stereo not drawn) | 60.4%[activator]
COc1cccc(NCc2cc(=O)n3[nH]c(-c4ccc(C)cc4)nc3n2)c1 | 39.8µM*
Cc1ccc(Cl)cc1NC(=O)N1CC(C(=O)N(C)C)C2(CCOCC2)C1 (stereo not drawn) | 10.4%
CC1CCCN(C(=O)Cn2ccn3nc(-c4ccccc4)c(CO)c3c2=O)C1 (stereo not drawn) | 19.6%
N#Cc1ccc2nc(-c3ccc(CN4CCC(n5cc(-c6ccccc6)[nH]c5=O)CC4)cc3)c(-c3ccccc3)nc2c1 | -17.4%
CC(NC(=O)CC1C=CCC1)c1ccc(Cl)c(Cl)c1 (stereo not drawn) | 6.2%
CCOC(=O)CCNC(=O)NCC(=O)N1CCCCCNC(=O)CC1c1ccccc1 (stereo not drawn) | 37.7%[activator]
Cc1cccc(-n2nc(-c3c(C)nc4scc(CC(=O)NC5CCCCC5)n4c3=O)cc2C)c1C | 22.0%
COC(=O)C1=C(C)N(C)C(=NCc2ccccc2C(F)(F)F)NC1c1ccc(F)cc1 (stereo not drawn) | ?
COc1ccc(-c2cc(N3CCCN(C(=O)c4ccccc4OC)CC3)n[nH]2)cc1 | 1.4%
Cc1cc(C(=O)OCC(=O)c2ccc3ccccc3c2)c2ccccc2n1 | ?
O[C@H]1[C@H](NCC2CC2)[C@H]2CO[C@H](O2)[C@@H]1N1CCCCC1 | 4.1%[176 µM]
NC(=O)CSc1nnc(CNC(=O)c2ccc(Cl)cc2)n1-c1ccccc1 | 0.1%
O=C(O)COCC(=O)N[C@H]1CCN2C(=O)c3cc(-c4ccc(F)cc4F)ccc3NC(=O)[C@H]12 | ?
O=C1CCCN1CCCN1C(=O)[C@H]2CN(Cc3ccccc3OC(F)(F)F)C[C@H]2C1=O | 23.3%
O=c1c2ccccc2c(-c2cccs2)nn1CC(O)COCc1ccccc1Cl (stereo not drawn) | 5.3%
COCC(=O)N1CCN2C(=O)N(CC(N)=O)C(=O)[C@@H]2C1 | -0.7%[176 µM]
CC1=C[C@@H](CNC(=O)N2CCOCC2)[C@H](C(C)C)C[C@H]1Cc1nc2ccccc2[nH]1 | 44.2%[activator][176 µM]
Cc1sc(/N=C/c2cccc3ccccc23)c(C#N)c1C | -67.0%
O=C(c1nc(-c2cc(Cl)cc(Cl)c2)c2ccccn12)N1CCCC1 | 75.6%[activator]
Oc1ccccc1CN1CCNc2cnc(Nc3ccccc3)cc2C1 | 10.7%[176 µM]
CCc1cc(N2CCN(CC3(O)CCCNC3)CC2)ncn1 (stereo not drawn) | ?
Cc1ccccc1-c1cc(C(=O)NC2CCCCCC2)c2cccc(Cl)c2n1 | 10.8%
CCCCCCCCN1C(=O)[C@@H](CC(=O)NCc2cccc(C(F)(F)F)c2)C[C@@]2(C(=O)OC)C1=C[C@H](C(C)(C)C)O[C@@H]2C | 0.9%
Cc1ccc(C(=O)COC(=O)c2cc(C)nc3c(C)cccc23)cc1 | ?
COc1ccc(Nc2ccnc(N3CC4CCC(C3)N4CC(F)(F)F)n2)cc1 | 5.3%[6.33 µM]
COc1cc(OC)c(NC(=O)C2CCCN(c3ccc4nncn4n3)C2)cc1Cl (stereo not drawn) | -3.5%
CCn1cc(CN2CCCC23CCN(c2cc(C)nc4ccccc24)CC3)cn1 | 1.5%
CCOc1ccc(NC(=O)Cn2cnc3c(nnn3Cc3ccc(C)cc3)c2=O)cc1 | ?
O=C(c1ccoc1)N1C[C@@H](CO)[C@H](c2ccncc2)C1 | 18.3%
Cc1cn2nc(C(=O)NCC3CCCO3)cc2c(=O)[nH]1 (stereo not drawn) | -2.4%
CC(C)N1CCC(NC(=O)c2ccc3ccccc3c2)CC1 | -28.2%
O=C(N[C@@H]1CCN(C(=O)Cc2noc3ccccc23)C[C@H]1O)c1cccnc1 | -11.2%
COc1ccc(-c2nc(-c3ccccc3)nc3c2CN([S+](=O)([O-])c2cccs2)CC3)cc1 | 10.5%
CCCC(=O)Nc1nnc(Cc2ccc(OC)c(OC)c2)s1 | -1.6%
CCOc1ccc(CN2CCC(N3CCOCC3)CC2)cc1 | ?
Cc1nnnn1-c1cccc(-c2nc(Cc3cccs3)nn2CCO)c1 | 17.5%
COc1cc(-c2nc(CN3CCCC(CN)C3)c(C)o2)cc2c1OCO2 (stereo not drawn) | -11.6%
CCOC(=O)c1c(C)c(CCC(=O)NCCN2CCCCC2)c(C)n1C | 7.3%
CN(C(=O)C1CCN(c2oc(-c3ccco3)nc2C#N)CC1)c1ccccc1 | ?
COc1ccccc1C1CNC(=O)c2nc(-c3cc(C(C)(C)C)[nH]n3)[nH]c2C1 (stereo not drawn) | 78.3%[activator]
CCNC(=O)c1n[nH]c2c1CN(C(=O)c1ccc(C(F)(F)F)cc1)CC2 | 55.2%[activator]
CC(=O)N(CCC1(CCC(C)C)CCOC(C)(C)C1)Cc1ccco1 (stereo not drawn) | -29.3%
Cc1sc(NCCC(C)C)nc1-c1ccc(NS(C)(=O)=O)cc1 | ?
O=C(CC[C@@H]1CNC(=O)[C@@H]2C[C@H](NCc3ccccn3)CN12)NCc1ccccc1 | 243.7%[activator][176 µM]
C=C(C)Cn1c(NCCOC)nc2c1c(=O)n(C)c(=O)n2C | -50.8%
CCOc1ccc(S(=O)(=O)Nc2ccc(-c3ccc(N4CCC(C)CC4)nn3)cc2)cc1 | ?
O=C(Nc1cccc2ccccc12)O[C@@H]1CO[C@H]2[C@@H]1OC[C@@H]2n1nnnc1Sc1ccccc1 | ?
CCNCc1ccccc1OCC | 33.7%[activator]
CC(=O)Nc1cccc(NC(=O)C2CCN(c3nc4ccccc4o3)CC2)c1 | 2.9%

Further entries.
SMILES | ALOX12 inh
CCNC(=O)N(C1CC1)C1CCOC2(CCN(C(=O)Nc3ccccc3F)CC2)C1 (stereo not drawn) | 48.2%[activator]
O=C(NCC1CCOCC1)c1cnccn1 | 23.3%
CCc1noc(-c2nc(-c3ccc(F)c(Br)c3)no2)n1 | 41.8%[activator]
Cc1cc(C)c(CN2CCC3(CCC(CNC(=O)c4ccn(C)n4)O3)CC2)cc1C (stereo not drawn) | 11.0%
CCN(CC)Cc1ccc(CNC(=O)c2c(C)[nH]c3ccccc23)cc1 | 3.0%
Cc1ccc(Cl)cc1N1CCN(C(=O)CCNS(=O)(=O)c2ccc3[nH]c(=O)ccc3c2)CC1 | 16.7%
CCc1nn2c(=O)cc(CN3CCCCC3C)nc2s1 (stereo not drawn) | -1.8%
Cc1cc(C)cc(OC(C)C(=O)Nc2cccc3cccnc23)c1 (stereo not drawn) | 47.3%[activator]
COc1ccc(C(=O)N2CCc3ccc(C(=O)NCc4ccncc4)cc32)cc1 | -2.1%
Cn1ccc(C(=O)N2CCC(c3nnc4n3C(C(=O)N3CCOCC3)CC4)CC2)n1 (stereo not drawn) | -1.9%[6.33 µM]
CCCCN1C(=O)[C@@H]2C[C@@H](O)CN2C2(CN(Cc3ccc(F)cc3)C2)C1=O | 20.8%[176 µM]
COc1cc(-c2ccnc3nc(CC(C)C)nn23)cc(OC)c1OC | 30.8%[activator]
CC(C)n1c(C2CCCN(C(=O)CCc3ccccc3)C2)nn(C)c1=O (stereo not drawn) | 10.2%
CS(=O)(=O)N1C[C@H]2CCN(C(=O)c3cccc4[nH]ccc34)C[C@H]21 | 13.4%
CNCc1ccccc1C(F)(F)F | -11.7%[12.5 µM]
CC(C#N)OC(=O)c1ccc(-c2ccccc2Cl)o1 (stereo not drawn) | -40.6%
CCCSc1nc2c(c(=O)n(C)c(=O)n2C)n1C/C=C/c1ccccc1 | -3.7%
COc1ccc(Cc2nc3nccc(-c4ccc(F)cc4OC)n3n2)cc1 | 29.3%
CC(=O)Nc1ccc(-n2ccnc2-c2ccc(O)c(CN(C)C)c2)cc1 | 103.1%[activator]
COC(=O)c1cc2c(c3c4cc(OC)ccc4n(S(=O)(=O)c4ccccc4)c13)C(=O)N(C)C2 | ?
COCCC(=O)N1CCC(N2C(=O)C(OCC3CC3)C23CCOCC3)CC1 (stereo not drawn) | 61.1%[activator]
O=C(c1nc(-c2ccc(Cl)cc2Cl)c2cnccn12)N1CCN(c2ncccn2)CC1 | ?
Cc1cc2cc(C(=O)N3C[C@H]4CC=CC[C@H]4C3)ccc2o1 | 13.0%
CCS[C@H]1CCN2C(=O)c3cc(-c4cc(Cl)ccc4OC)ccc3NC(=O)[C@H]12 | 22.5%[176 µM]
CC(=O)NC12CC3(C)CC(C)(CC(C)(C3)C1)C2 | 8.9%

(next part)
| compound | ALOX12 inh |
| --- | --- |
| O=C(Nc1ccc(F)c(F)c1F)C12CC3CC(CC(Cl)(C3)C1)C2 | ? |
| O[C@@H]1C[C@@H](c2nnc3n2CCN(Cc2ccc(F)c(F)c2)C3)N(Cc2ccccc2)C1 | 5.3% |
| Cc1ccccc1OCC(=O)N1CCc2c(nc3cc(-c4ccccc4Cl)[nH]n3c2=O)C1 | 54.9%[activator] |
| CCN1CCc2[nH]cnc2C12CCN(C(=O)c1cccc3nccnc13)CC2 | 58.9%[activator] |
| CCC(=O)N1CCC(Cc2ncc(C)n2CC2CC2)CC1 | 35.6% |
| COc1ccc(CNC(=O)c2ccccc2OC(F)F)cc1C(=O)O | ? |
| COc1ccc(C(=O)NC[C@@H]2C=C(C)[C@H](Cc3nnc(-c4cncn4C)o3)C[C@H]2C(C)C)cc1 | 5.2% |
| Oc1ccc(-c2nc(C3CC3)nc3c2CCN(Cc2ccc(C(F)(F)F)cc2)CC3)cc1 | -25.9% |
| CC(=O)Nc1nc2ncccn2c1-c1ccc(F)c(F)c1 | 31.3%[activator] |
| CCOC(=O)c1cc(-c2ccc(S(=O)(=O)N3CCN(c4cccc(C)c4C)CC3)s2)on1 | 5.7% |
| COC(=O)CC(NC(=O)N1CCc2c(nc(-c3ccccc3)[nH]c2=O)C1)c1ccccc1 (stereo not drawn) | 10.3% |
| Cc1nnc(-c2cc(-c3ccncc3)ccn2)n1CCN1CCOCC1 | 13.9%[176 µM] |
| Cc1nc2ccc(NC(=O)c3ccc4c(c3)NC(=O)CS4)cc2s1 | 17.0% |
| Cc1ccc(S(=O)(=O)N2CCN(C(=O)c3cc4ccc(F)cc4nc3C)CC2)c(C)c1 | ? |
| CCCCS(=O)(=O)N1CC(n2cc(COc3ccccc3)nn2)C1 | 4.6% |
| Cn1nc(C(=O)OCC(=O)NCC2CCCO2)c2ccccc2c1=O (stereo not drawn) | -1.5% |
| Cc1noc(C)c1S(=O)(=O)N1CCCCC1c1nc(CCOCC2CCCC2)no1 (stereo not drawn) | 19.4% |
| COc1ccc(CNC(=O)CC[C@]23CC[C@](C)(O)C[C@H]2C(C)(C)C[C@@H]3NC(=O)c2cccs2)cc1 | -1.5% |
| Nc1nc2c(ncn2[C@@H]2O[C@H](C(=O)NC3CCCCC3)[C@@H](O)[C@H]2O)c(=O)[nH]1 | -5.2% |
| CCOC(=O)c1ccc(NC(=O)Cn2c(-c3cnccn3)nc(C)c(C)c2=O)cc1 | 44.0% |
| Cc1nc(SC(C)c2ccc(Cl)cc2)sc1CC(N)=O (stereo not drawn) | 0.7% |
| O=C(Nc1ccccc1C(=O)N1CCOCC1)c1cccc(Br)c1 | -5.2% |
| CCNC(=O)CSc1ncnc2cc(-c3ccc(F)cc3)sc12 | -16.8% |
| CCN1CCN(c2oc(COc3ccc(OC)cc3)nc2C#N)CC1 | ? |
| COc1cc(OC)cc(-c2onc(C)c2C(=O)NCc2cccc(Cl)c2)c1 | 11.4% |
| CCOc1cc(/C=C2\NC(=O)NC2=O)cc(Cl)c1OCc1cccc(F)c1 | ? |
| CCOCCCNC(=O)N1CCC2(CC1)CC(N(C(=O)c1ccccc1)C1CC1)CCO2 (stereo not drawn) | 6.6% |
| CN(CC(=O)Nc1c(Cl)cccc1Cl)Cc1ncc(-c2ccc(F)cc2)o1 | 14.2% |
| COc1ccc(CN2C[C@@H]3OCC(=O)N(c4ccccc4)[C@@H]3C2)cc1 | ? |
| CCn1cc(S(=O)(=O)NCCc2ncc(C)n2Cc2ccc(F)cc2)cn1 | 3.6% |
| COc1ccc(NC(=O)c2ccc3c(c2)n(C)c(=O)c2ccnn23)cc1OC | 17.9% |
| CC(C)c1nccc(-c2c(-c3ccccc3)ncn2CCCN2CCOCC2)n1 | 16.6% |
| Cc1nnc2n1CCC(N(C)C(=O)CCc1ccccc1)CC2 (stereo not drawn) | 51.2%[activator] |
| COc1cccc(CN(C)Cc2cc(C)no2)c1OC | 28.4% |
| CCc1ccc(CNC(=O)c2nn(-c3ccc(CC)cc3)nc2CO)cc1 | -5.4% |
| C#CC[N+]1(C)C(C)CCCC1C (stereo not drawn) | ? |
| CC(C)c1nncn1C1CCN(S(=O)(=O)c2ccc(F)c(F)c2)CC1 | 12.5% |

Arranged by the number under ALOX12 inh (largest number first): 7 from the list above.
| compound | ALOX12 inh |
| --- | --- |
| CCOC(=O)c1ccc(NC(=O)Cn2c(-c3cnccn3)nc(C)c(C)c2=O)cc1 | 44.0% |
| CC(C)c1nncn1C1CCN(S(=O)(=O)c2ccc(F)c(F)c2)CC1 | 12.5% |
| Cc1ccccc1-c1cc(C(=O)NC2CCCCCC2)c2cccc(Cl)c2n1 | 10.8% |
| COc1ccc(C(=O)N2CCc3ccc(C(=O)NCc4ccncc4)cc32)cc1 | -2.1% |
| CCc1ccc(CNC(=O)c2nn(-c3ccc(CC)cc3)nc2CO)cc1 | -5.4% |
| CCNC(=O)CSc1ncnc2cc(-c3ccc(F)cc3)sc12 | -16.8% |
| C=C(C)Cn1c(NCCOC)nc2c1c(=O)n(C)c(=O)n2C | -50.8% |
